# Source: PubChem
# ALDH1A1 inh – qHTS Assay for Inhibitors of Aldehyde Dehydrogenase 1 (ALDH1A1); AID 1030, 2008; Aldehyde dehydrogenase 1A1 (Homo sapiens), P00352; Potency, µM (titrated, usually from 75.3 µM), for inactives: top-dose activity, negative = inhibition, hits mostly inhibitors; Purified ALDH1A1, NADH fluorescence, propionaldehyde substrate; 7.3% of 220,000 active; active means well fitted inhibition curve with a large enough effect, not every such curve was filed as active; inconclusive means small, poorly fitted or top-dose-only effect, or another doubt; inactive means no such curve, though single readings can be large or run the other way;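 further: plate controls were no enzyme wells and a reference inhibitor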
# Target sequence (P00352 whole entry, looked up): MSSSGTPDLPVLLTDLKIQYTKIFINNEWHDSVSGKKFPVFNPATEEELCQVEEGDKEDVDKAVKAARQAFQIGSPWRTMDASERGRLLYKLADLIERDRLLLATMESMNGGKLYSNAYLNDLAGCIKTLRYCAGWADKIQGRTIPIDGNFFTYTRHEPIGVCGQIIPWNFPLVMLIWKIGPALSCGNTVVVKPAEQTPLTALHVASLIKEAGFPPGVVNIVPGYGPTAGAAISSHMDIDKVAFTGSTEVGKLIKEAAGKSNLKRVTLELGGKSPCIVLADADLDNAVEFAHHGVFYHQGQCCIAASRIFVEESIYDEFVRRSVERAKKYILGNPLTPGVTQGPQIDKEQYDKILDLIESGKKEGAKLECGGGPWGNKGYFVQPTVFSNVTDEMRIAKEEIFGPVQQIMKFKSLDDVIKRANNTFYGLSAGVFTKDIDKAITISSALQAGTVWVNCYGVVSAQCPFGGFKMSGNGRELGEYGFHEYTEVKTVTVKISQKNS
# JMJD2E inh – qHTS Assay for Inhibitors of Human Jumonji Domain Containing 2E (JMJD2E); 1.6% of 230,000 active; Potency, µM (highest dose often 57.1 µM), for the others: at the top dose activity change, negative = inhibition, most hits filed as inhibitors; AID 2147, 2009; JMJD2E catalytic domain, FDH-coupled NADH fluorescence (FDH is formaldehyde dehydrogenase); active means well fitted inhibition curve with a large enough effect, not every such curve was filed as active; inconclusive means small, poorly fitted or top-dose-only effect, or another doubt; inactive means no such curve, though single readings can be large or run the other way;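 further: 0% = wells with enzyme and -100% = buffer wells without enzyme; nearly all actives have a fitted effect of over 50% in size; many of its hits are not listed in these tables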
# LMNA splice mod – qHTS Assay for Modulators of Lamin A Splicing; HeLa LMNA splicing GFP/RFP minigene ratio, 48 h; Potency, µM (doses to about 46.1 µM), inactives show at the highest dose ratio change, negative = inhibition, hits mostly inhibitors; 0.01% of 200,000 active; AID 1487, 2009; active means well fitted inhibition curve with a large enough effect in the signal ratio, with a control signal flat, not every such curve was filed as active; inconclusive means small, poorly fitted or top-dose-only effect, or effect the other way, or a change in a side signal; the % refers to the signal ratio; further: on the % scale 0 is the no-effect control and ±100 the full control effect
#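 S3 HeLa cells stably expressing lamin A-EGFP splicing minigene plus DsRed2, 600 cells/well, 48 h compound exposure at 37C. Laser-scanning cytometry; analysed as GFP (500-530 nm)/RFP (575-640 nm) total intensity ratio; 0.5% DMSO vehicle.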
# TRb SRC2 PPI – qHTS for Inhibitors of the Interaction of Thyroid Hormone Receptor and Steroid Receptor Coregulator 2. Thyroid hormone receptor beta (Homo sapiens), P10828. TRbeta-SRC2 peptide binding, fluorescence polarization; receptor liganded with 1 µM T3. Potency, µM (highest dose often 106 µM), for the others: at the highest dose activity change, negative = inhibition, hits mostly inhibitors. 0.065% of 280,000 active. AID 1469, 2008;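 further: plate controls were bound peptide for no effect and peptide without receptor for full effect; nearly all actives have a fitted effect of over 50% in size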
#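 Human TRb LBD (0.6 uM) plus Texas Red-labeled SRC2 peptide (20 nM), 1uM T3, 5% DMSO, 5 hr at ambient temperature. Decreased polarization (555/632 nm) flags inhibition; data normalized to free and bound peptide controls.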
# RECQ1 helicase – qHTS Assay for Inhibitors of RecQ-Like Dna Helicase 1 (RECQ1) | ATP-dependent DNA helicase Q1 (Homo sapiens), P46063 | RECQ1 DNA unwinding, red fluorescence kinetic read | 0.54% of 240,000 active | AID 2549, 2010 | Potency, µM (highest dose often 57.3 µM), for inactives: at the highest dose activity, negative = inhibition, actives largely listed as inhibitors;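 further: plate controls were vehicle for no effect and no enzyme for full effect; nearly all actives have a fitted effect of over 30% in size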
#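 50 nM RECQ1T1 preincubated 15 min with compound in Tris pH 8.0 buffer with MgCl2, DTT, Tween-20 and 2.5 ug/ml poly(dI-dC); started with 200 nM TAMRA/BHQ-2 forked duplex and 2 mM ATP. Unwinding read as fluorescence (525/598 nm), two reads 2 h apart.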
# GoLoco inh red – qHTS Assay for Inhibitors of RGS12 GoLoco Motif Activity (Red Fluorophore); Gai1:RGS12 GoLoco peptide FP, rhodamine, 10 min; Guanine nucleotide-binding protein G(i) subunit alpha-1 (Homo sapiens), P63096; Potency, µM (doses to about 61.6 µM), without a hit: top-dose activity, negative = inhibition, usual class: inhibitors; 0.44% of 230,000 active; active means well fitted inhibition curve with a large enough effect, not every such curve was filed as active; inactive means no such curve, though single readings can be large or run the other way; further: on the % scale 0 is the no-effect control and ±100 the full control effect; nearly all actives have a fitted effect of over 30% in size; many of its hits are not listed in these tables
# Target sequence (P63096 whole entry, looked up): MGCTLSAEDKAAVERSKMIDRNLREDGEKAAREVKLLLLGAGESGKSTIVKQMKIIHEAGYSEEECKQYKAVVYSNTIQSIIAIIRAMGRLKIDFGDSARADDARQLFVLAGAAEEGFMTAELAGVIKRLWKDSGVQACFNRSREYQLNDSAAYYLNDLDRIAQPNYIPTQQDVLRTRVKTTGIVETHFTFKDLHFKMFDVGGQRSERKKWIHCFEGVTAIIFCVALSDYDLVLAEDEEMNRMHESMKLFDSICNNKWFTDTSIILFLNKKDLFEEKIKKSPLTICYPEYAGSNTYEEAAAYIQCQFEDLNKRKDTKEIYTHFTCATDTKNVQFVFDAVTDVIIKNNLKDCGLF
# TR SRC2 fluor cs – Total Fluorescence Counterscreen for Inhibitors of the Interaction of Thyroid Hormone Receptor and Steroid Receptor Coregulator 2 | Potency, µM (titrated, usually from 106 µM), for inactives: at the top dose fluorescence change, negative = quenching | TRb/SRC2 Texas Red total fluorescence interference | 0.29% of 280,000 active | AID 1479, 2009; active means well fitted curve in either direction with a large enough effect; inconclusive means small, poorly fitted or top-dose-only effect; further: on the % scale 0 is the no-effect control and ±100 the full control effect
#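 Flags fluorescent or light-absorbing compounds by total fluorescence, S + 2P, at 555 nm excitation and 632 nm emission. Mixture: 20 nM Texas Red SRC2 peptide, 0.6 uM human TRb LBD, 1 uM T3, 5% DMSO; compound exposure 5 h at ambient temperature.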
# SMN2 splice enh – qHTS Assay for Enhancers of SMN2 Splice Variant Expression | HEK293 SMN2-luciferase splicing reporter, luminescence, 30-36 h | Potency, µM (doses to about 46.1 µM), for the others: at the highest dose activity change, positive = activation, usual class: activators | 2.8% of 210,000 active; further: % of control where 0% means no effect; nearly all actives have a fitted effect of over 55% in size
#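 qHTS luciferase splicing reporter: luminescence rises when SMN2 exon 7 is included in transfected HEK293 cells. Compound exposure lasted 30-36 h at 37C, with 4.5 mM final sodium butyrate as control, followed by a ONE-Glo read.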
# * marks the source's active call; other numbers are inactive results; i = inactive; ? = inconclusive; / = not tested or not shown; & = joins results of further samples; [ ] = dose if it differs, or a comment. Unless noted, the call rests on the fitted dose curve; in most records, active means well fitted curve in the direction sought with a large enough effect; inconclusive means small, poorly fitted or top-dose-only effect, or another doubt; inactive means no such curve, though single readings can be large; an effect the other way counts as inactive or inconclusive. Potency means the concentration at half of the fitted maximal effect. This is a subset, so the mix of outcomes need not match the whole.
SMILES,ALDH1A1 inh,JMJD2E inh,LMNA splice mod,TRb SRC2 PPI,RECQ1 helicase,GoLoco inh red,TR SRC2 fluor cs,SMN2 splice enh
OC(c1nc2ccccc2[nH]1)C(O)C(O)C(O)c1nc2ccccc2[nH]1 (stereo not given),/,12%,/,3%,-3%,0%,-2%,/
CCN1CNC(=S)N(CCc2ccccc2)C1,0%,-7%,-3%,3%,-2%,7%,-16%,0%
O=[N+]([O-])c1ccc(CSc2nc3ccccc3o2)cc1,-10%,-4%,?,6%,-18%,-1%,0%,7.9µM*
O=C(c1ccc(S(=O)(=O)Cc2ccccc2F)c([N+](=O)[O-])c1)N1CCCCCC1,-15%,-2%,/,1%,i,-9%,-2%,-21%
CC1CN(C(=O)C2CC2)C(C)CN1C(=O)C1CC1 (stereo not given),1%,-8%,1%,-3%,-8%,-16%,-6%,-7%
CC(C)COC(=O)N(C)c1ccc(C(O)(C(F)(F)F)C(F)(F)F)cc1,7%,1%,9%,3%,-10%,5%,0%,-30%[inhibitor]
O=C(c1ccccc1)N(Cc1cccs1)C1CCS(=O)(=O)C1 (stereo not given),-1%,-1%,0%,-5%,i,-3%,-2%,6%
COc1ccc(C)cc1NC(=O)c1ccccc1NS(=O)(=O)c1cccc2cccnc12,8%,-9%,-5%,-10%,-8%,7%,-4%,-9%
C/C=C/Cn1cccc(C(=O)Nc2ccc(OC)cc2)c1=O,4%,0%,22%[46 µM],-4%,i,-3%,-3%,-21%
CCOC(=O)/C(C#N)=C\c1cc(C)n(-c2ccccc2)c1C,?,-3%,?,-5%,i,9%,2%,-66%[inhibitor]
C/C(=N\NC(=S)NC(C)C)c1ccc(-n2ccnc2)cc1,8%,3%,-11%,0%,i,7%,2%,-3%
COc1ccc(CC(=O)NNC(=S)Nc2ccccc2)cc1Br,?,10%,?,-13%,i,7%,-3%,7%
COc1ccccc1/C=N/N1C(=O)c2cccc3cccc(c23)C1=O,?,5%,/,-8%,-4%,-62%,-2%,18%
CC(C)(C)CC(=O)Nc1ccc(C(N)=O)cc1,6%,3%,7%,-3%,-5%,-12%,-1%,3%
CCOC(=O)c1c(NC(=O)COc2cccc3c2CCN(C)C3=O)sc2c1CCC2,20µM*,?,?,-1%,-4%,-2%,0%,-26%
COCCNc1nc(SCC(=O)N2CCN(c3ccccc3)CC2)nc2ccccc12,-11%,-9%,-5%,2%,1%,-2%,-1%,-19%
Cc1ccc(C2C3=C(CCCC3=O)N=C3c4ccccc4C(=O)C32)cc1 (stereo not given),1%,-1%,?,-1%,-6%,13%,-1%,-7%
CCOC(=O)c1sc(NC(=O)CN2C(=O)NC3(CCCCCCC3)C2=O)c(C(=O)OCC)c1C,/,?,/,7%,i,8%,-7%,/
C=CCN(C(=O)CNC(=O)c1ccco1)C(C(=O)NC1CCCCC1)c1ccc(OC)cc1 (stereo not given),-7%,7%,-6%,9%,-6%,-6%,2%,6%
CCOc1ccc2[nH]c(=O)c(CN(CCCN3CCOCC3)Cc3nnnn3Cc3ccc(OC)cc3)cc2c1,?,?,/,2%,1%,11%,3%,/
Cc1cn([C@H]2C[C@H](N=[N+]=[N-])[C@@H](CO)O2)c(=O)[nH]c1=O,4%&1%,5%,-4%,3%,-8%&-5%,7%&6%,-2%,-11%&-5%
CCOC(=O)CNC(=O)CN1C(=O)CC(c2ccccc2)S(=O)(=O)c2ccccc21 (stereo not given),-6%,?,/,-9%,-13%,-5%,1%,-19%
O=C(COC(=O)c1cc[n+]([O-])cc1)Nc1ccccc1Sc1ccccc1,11µM*,14%,-7%[46 µM],1%,-13%,21%,0%,-10%
Cc1noc(C)c1COC(=O)c1cccc(S(=O)(=O)N2CCCCCC2)c1,?,-10%,?,0%,i,7%,1%,-89%[inhibitor]
CCOC(=O)C1(Cc2ccccc2)CCN(Cc2cnn(CC)c2)CC1,6%,3%,/,1%,-14%,3%,1%,/
CCNc1nc(Oc2ccc(=O)[nH]n2)nc(SC)n1,0%,4%,14%,-11%,-10%,3%,0%,11%
CC(C)Cn1ccc(=O)n(CC(C)C)c1=O,-8%,1%,-1%,-7%,-1%,-4%,0%,-6%
CCCSc1nc(C)c(CC(=O)O)c(=O)[nH]1,4%,-3%,4%,1%,i,/,0%,/
Cc1onc(-c2ccccc2)c1C(=O)N1CCN(S(=O)(=O)c2ccc3c(c2)OCCO3)CC1,3.2µM*,0%,5%,2%,-7%,0%,-1%,0%
CCc1ccc(-c2nc(NC(=S)NC(=O)c3cccs3)sc2C)cc1,?,-2%,9%,-2%,-4%,5%,-1%,16%
Cc1ccc(C)c(NC(=S)NC(NC(=O)Cc2ccccc2)C(Cl)(Cl)Cl)c1 (stereo not given),?,9%,11%,-13%,-10%,6%,-2%,11%
Cc1cc(C(=O)Cn2nc(C(=O)O)c3ccccc3c2=O)c(C)n1-c1ccccc1,0%,1%,?,-1%,-9%,50%[activator],-1%,-7%
CC(C)CN(CC(C)C)C(=O)Nc1cccc([N+](=O)[O-])c1,4%,-3%,/,-2%,-1%,4%,-10%,8%
COc1ccc(-c2nnc(SCC#N)o2)cc1,?,3%,-8%,-11%,0%,2%,0%,-10%
Cc1ccc(S(=O)(=O)NCCNc2ccc([N+](=O)[O-])cc2C(F)(F)F)cc1,?,-5%,5%,3%,i,0%,0%,-11%
C=CCOc1ccc(/C=C2\SC(=S)N(C(C(=O)O)c3ccccc3)C2=O)cc1 (stereo not given),/,12%,/,0%,i,-3%,-1%,/
c1ccc(N2CCN(Cc3nc4ccccc4[nH]3)CC2)nc1,?,?,/,-6%,i,2%,-5%,3%
O=[N+]([O-])c1ccc(C2Nc3cccc4cccc(c34)N2)cc1,?,-14%,-6%,7%,-4%,-7%,7%,9%
COc1ccc(NC(=O)CSc2nc3ccccc3c(=O)n2CCC(=O)N2CCCCC2)cc1,16µM*,-3%,12%,9%,-3%,3%,-4%,-26%
COc1cc(C(=O)Oc2ccccc2/C=N/NC(=O)c2ccc(C)c(Cl)c2)cc(OC)c1OC,12%,-8%,-8%,2%,-1%,3%,-11%,-96%[inhibitor]
Cc1ccc(N2C(N)=NC(N)=NC23CCCC3)c(C)c1,14%,10%,9%,4%,-3%,-3%,-5%,-7%
C=CCc1cc(C=O)cc(OC)c1OCc1c(Cl)cccc1Cl,?,-3%,?,7%,-4%,-6%,-1%,-11%
COCCn1c(-c2cccc([N+](=O)[O-])c2)nc2c1c(=O)[nH]c(=O)n2Cc1ccccc1,-14%,4%,13%,1%[53 µM],?,-5%,0%[53 µM],14%
O=C(Nc1cccc(Cl)c1N1CCCCC1)c1ccc2c(c1)OCCO2,-10%,?,?,-4%,0%,-8%,5%,17%
CCN(CC)S(=O)(=O)c1ccc2c(c1)N(CC(=O)NCc1ccccn1)C(=O)CO2,/,-1%,/,10%,-2%,0%,2%,/
O=S(=O)(c1ccc(Oc2ccc(Br)cc2F)nc1)N1CCCCC1,?,-3%,?,-3%,-7%,5%,1%,-15%
Cn1c(O)c(C=NC(CC(N)=O)C(=O)O)c(=O)n(C)c1=O (stereo not given),4%,0%,7%,0%,9%,-3%,-3%,-6%
Cc1cc(C)cc(NC(=O)c2ccc(CNc3c(N4CCCC4)c(=O)c3=O)cc2)c1,/,-3%,/,3%,3%,4%,1%,/
O=C(/C=C/c1ccc2c(c1)OCO2)c1ccccc1,8%,-6%,/,8%,i,2%,-3%,1%
CC(=O)NCCCC(=O)NN1C(=S)N(Cc2ccccc2)C(=O)C1CC(=O)Nc1cccc(C)c1 (stereo not given),?,-8%,16%[46 µM],7%,-7%,-6%,-1%,-20%
Cc1ccc(-c2nnc(N3CCN(C(=O)c4ccco4)CC3)c3ccccc23)cc1,14µM*,1%,?,1%,-18%,-6%,1%,3%
Cc1c(Cl)cccc1-n1ccnc1SCC(=O)O,1%,-2%,-1%,-3%,-5%,-7%,-2%,-8%
O=c1c2ccccc2nc(CSc2nnnn2-c2ccccc2)n1-c1ccccc1Cl,6%,3%,7%,-11%,-19%,7%,4%,1%
Cc1cccc(-n2c(-c3csc(C)c3C)n[nH]c2=S)c1,-13%,-8%,4%,-2%,-12%,-2%,-4%,-2%
Cc1nn(C)c(Cl)c1CN1CCN(CCC(C)C)C(CCO)C1 (stereo not given),/,-6%,/,-2%,-8%,-7%,-2%,/
Cc1ccc(CN2C(=O)N/C(=C/c3ccc(-c4ccc(C(=O)O)cc4)o3)C2=O)cc1,/,?,/,-7%,7%,-9%,-5%,/
CCN1CCN(CC(=O)Nc2cc(C)c(C)cc2[N+](=O)[O-])CC1,-5%,-1%,-2%,-15%,-3%,-4%,2%,4%
Cc1noc(C)c1C(=O)OCC(=O)c1ccc[nH]1,3%,-3%,2%,-13%,-15%,4%,3%,-8%

# Some of these compounds in order of heavy-atom count, descending.
SMILES,ALDH1A1 inh,JMJD2E inh,LMNA splice mod,TRb SRC2 PPI,RECQ1 helicase,GoLoco inh red,TR SRC2 fluor cs,SMN2 splice enh
O=c1c2ccccc2nc(CSc2nnnn2-c2ccccc2)n1-c1ccccc1Cl,6%,3%,7%,-11%,-19%,7%,4%,1%
Cc1nn(C)c(Cl)c1CN1CCN(CCC(C)C)C(CCO)C1 (stereo not given),/,-6%,/,-2%,-8%,-7%,-2%,/
O=C(/C=C/c1ccc2c(c1)OCO2)c1ccccc1,8%,-6%,/,8%,i,2%,-3%,1%
